Pol beta inh = blocks human DNA polymerase beta activity; Potency, µM (doses to about 114 µM), inactives show at the highest dose activity change, negative = inhibition, actives largely listed as inhibitors; AID 485314; Pol beta primer extension/strand displacement, fluorescence kinetic; P06746; hit rate 1.3% among 340,000; note: % is set by controls: 0 for no effect and ±100 for the full control effect
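Pol beta (10 nM) and compounds were preincubated 15 min at room temperature, then 50 nM substrate (final) started primer extension/strand displacement. Reads were taken at 0 and 10 min; concentration-response data were fitted to a four-parameter Hill equation.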
JMJD2A Tudor inh = blocks the human JMJD2A Tudor domain | hit rate 4.4% among 390,000 | Potency, µM (doses to about 114 µM), without a hit: at the highest dose activity change, negative = inhibition, most hits filed as inhibitors | AID 504339 | O75164 | AlphaScreen JMJD2A-Tudor / H3K4me3 peptide binding; note: % is set by controls: 0 for no effect and ±100 for the full control effect; nearly all actives have a fitted effect of over 50% in size
BAZ2B inh = BAZ2B (human) inhibition; hit rate 4.4% among 360,000; AID 504333; Potency, µM (titrated, usually from 114 µM), for inactives: top-dose activity change, negative = inhibition, actives largely listed as inhibitors; AlphaScreen BAZ2B-H3K14Ac peptide displacement; note: % is set by controls: 0 for no effect and ±100 for the full control effect; nearly all actives have a fitted effect of over 60% in size
Target sequence (Q9UIF8 whole entry, looked up): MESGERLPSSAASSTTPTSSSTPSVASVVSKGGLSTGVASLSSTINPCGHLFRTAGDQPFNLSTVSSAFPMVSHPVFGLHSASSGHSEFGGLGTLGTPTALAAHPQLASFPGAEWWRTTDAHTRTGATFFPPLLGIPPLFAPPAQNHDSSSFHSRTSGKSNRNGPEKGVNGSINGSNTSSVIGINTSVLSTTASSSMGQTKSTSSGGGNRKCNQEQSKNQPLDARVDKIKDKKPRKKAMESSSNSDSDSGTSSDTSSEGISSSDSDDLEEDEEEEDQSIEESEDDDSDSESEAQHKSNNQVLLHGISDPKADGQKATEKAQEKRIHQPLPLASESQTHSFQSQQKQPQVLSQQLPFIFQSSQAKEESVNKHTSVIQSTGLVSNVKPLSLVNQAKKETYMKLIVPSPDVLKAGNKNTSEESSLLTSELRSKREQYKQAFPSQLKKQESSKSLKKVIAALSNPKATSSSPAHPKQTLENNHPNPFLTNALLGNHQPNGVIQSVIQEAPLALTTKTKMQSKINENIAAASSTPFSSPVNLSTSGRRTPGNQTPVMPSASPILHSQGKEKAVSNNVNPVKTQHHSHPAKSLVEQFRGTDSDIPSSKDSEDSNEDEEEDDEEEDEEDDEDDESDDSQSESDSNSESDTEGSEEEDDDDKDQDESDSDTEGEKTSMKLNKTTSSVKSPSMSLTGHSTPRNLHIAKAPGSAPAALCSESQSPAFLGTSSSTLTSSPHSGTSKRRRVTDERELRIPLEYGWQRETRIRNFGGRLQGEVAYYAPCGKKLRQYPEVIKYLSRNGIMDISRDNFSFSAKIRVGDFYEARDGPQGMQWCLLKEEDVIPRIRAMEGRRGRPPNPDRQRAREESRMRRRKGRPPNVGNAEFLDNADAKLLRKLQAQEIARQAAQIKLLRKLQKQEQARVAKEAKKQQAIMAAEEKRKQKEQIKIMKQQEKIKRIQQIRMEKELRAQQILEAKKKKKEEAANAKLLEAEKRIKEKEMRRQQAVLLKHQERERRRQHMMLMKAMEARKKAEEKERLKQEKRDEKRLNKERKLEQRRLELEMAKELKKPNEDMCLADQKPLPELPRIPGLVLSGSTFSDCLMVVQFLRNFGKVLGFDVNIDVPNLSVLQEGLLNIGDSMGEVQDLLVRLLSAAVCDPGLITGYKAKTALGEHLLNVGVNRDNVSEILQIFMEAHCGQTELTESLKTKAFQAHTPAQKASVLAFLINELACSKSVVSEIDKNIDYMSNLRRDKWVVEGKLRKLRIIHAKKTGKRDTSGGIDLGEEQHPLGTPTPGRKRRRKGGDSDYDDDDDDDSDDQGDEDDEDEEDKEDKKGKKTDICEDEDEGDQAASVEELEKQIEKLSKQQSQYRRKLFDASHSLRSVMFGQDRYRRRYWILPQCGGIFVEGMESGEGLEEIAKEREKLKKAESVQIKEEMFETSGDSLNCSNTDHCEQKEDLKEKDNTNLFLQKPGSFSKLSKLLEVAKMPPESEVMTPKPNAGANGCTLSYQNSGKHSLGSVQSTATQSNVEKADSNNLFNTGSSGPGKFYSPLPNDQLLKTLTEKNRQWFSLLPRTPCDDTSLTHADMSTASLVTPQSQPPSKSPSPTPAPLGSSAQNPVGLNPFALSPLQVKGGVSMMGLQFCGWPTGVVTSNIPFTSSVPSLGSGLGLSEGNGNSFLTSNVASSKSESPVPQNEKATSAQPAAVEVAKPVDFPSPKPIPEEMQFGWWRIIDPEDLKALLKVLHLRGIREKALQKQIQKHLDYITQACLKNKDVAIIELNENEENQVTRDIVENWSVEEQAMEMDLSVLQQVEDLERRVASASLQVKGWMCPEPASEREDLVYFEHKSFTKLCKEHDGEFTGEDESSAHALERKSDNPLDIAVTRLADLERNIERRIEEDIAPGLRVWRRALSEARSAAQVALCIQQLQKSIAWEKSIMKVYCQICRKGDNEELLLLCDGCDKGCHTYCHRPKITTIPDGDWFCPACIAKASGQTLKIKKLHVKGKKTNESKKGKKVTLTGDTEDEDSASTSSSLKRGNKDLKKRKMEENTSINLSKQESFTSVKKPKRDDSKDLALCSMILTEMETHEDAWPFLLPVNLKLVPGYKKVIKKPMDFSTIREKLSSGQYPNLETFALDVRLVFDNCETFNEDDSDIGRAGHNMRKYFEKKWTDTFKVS
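Multi-concentration screen (max 110 uM) measuring displacement of acetylated histone H3 peptide from BAZ2B by AlphaScreen, using 50 nM protein, 50 nM peptide and 10 ug/mL streptavidin donor plus Ni-chelate acceptor beads.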
BLM inh = blocks DNA unwinding by human BLM helicase; AID 2528; hit rate 0.2% among 350,000; recombinant BLM DNA unwinding, fluorescence dequenching; Potency, µM (series often up to 56.1 µM), without a hit: at the highest dose activity change, negative = inhibition, actives largely listed as inhibitors; P54132;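 note: plate controls were vehicle for no effect and no enzyme for full effect; nearly all actives have a fitted effect of over 35% in size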
Pol eta inh = blocks human DNA polymerase eta activity; recombinant Pol eta, fluorescent DNA replication assay; Potency, µM (top dose mostly 114 µM), inactives show at the top dose activity change, negative = inhibition, usual class: inhibitors; Q9Y253; hit rate 1.2% among 390,000; note: % is set by controls: 0 for no effect and ±100 for the full control effect
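Pol eta at 10 nM preincubated with compounds 15 min at room temperature; reaction started with fluorescent substrate (50 nM final) and read kinetically at 0 and 10 min.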
APEX1 inh = APE1 (human) endonuclease inhibition; P27695; recombinant APE1, TAMRA/BHQ-2 abasic DNA cleavage fluorescence; Potency, µM (titrated, usually from 65.8 µM), for the others: at the top dose activity change, negative = inhibition, usual class: inhibitors; hit rate 0.35% among 350,000;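 note: plate controls were vehicle for no effect and reference inhibitor for full effect; nearly all actives have a fitted effect of over 55% in size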
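Readout is kinetic fluorescence (ex 525, em 598 nm) from cleavage of 50 nM TAMRA/BHQ-2 THF abasic duplex by 0.75 nM APE1, compound added 15 min beforehand at RT.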
G9a inh = G9a (human) methyltransferase inhibition | hit rate 8.8% among 350,000 | Potency, µM (doses to about 102 µM), inactives show at the highest dose activity, negative = inhibition, actives largely listed as inhibitors | G9a H3K9 monomethylation, AlphaScreen, 2 h | Q96KQ7; note: % is set by controls: 0 for no effect and ±100 for the full control effect; nearly all actives have a fitted effect of over 75% in size
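Methyltransferase reactions run at room temperature for 2 h (20 nM enzyme, 500 nM biotin-H3K9 peptide, 20 uM SAM) after a 15 min compound preincubation; product detected by AlphaScreen beads and anti-H3K9me1 antibody.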
POLI inh = inhibitors of human DNA polymerase iota; Pol iota fluorescent replication assay, 10 min; Potency, µM (series often up to 115 µM), for the others: at the top dose activity, negative = inhibition, usual class: inhibitors; hit rate 1% among 390,000
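Fluorescent replication assay read twice, at 0 min and 10 min after adding 50 nM (final) substrate. Enzyme (10 nM) and compounds were first incubated 15 min at room temperature; enzyme-free buffer wells were negative controls.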
Pol kappa inh = DNA polymerase kappa (human) inhibition | purified Pol kappa, fluorescent DNA synthesis assay, 10 min | Potency, µM (highest dose often 107 µM), without a hit: at the highest dose activity, negative = inhibition, hits mostly inhibitors | hit rate 0.53% among 400,000 | AID 588579; note: % is set by controls: 0 for no effect and ±100 for the full control effect
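Readout: fluorescence, taken kinetically at 0 and 10 min. Conditions: 10 nM Pol kappa, 15 min RT compound preincubation, 50 nM substrate final. Controls: enzyme-free buffer wells.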
The depositor's hits bear a star; ? = inconclusive; . = not tested or not shown; ! = not active in a repeat; [ ] = dose if it differs, or a comment. Calls come from the whole dose curve; as a rule, active = well fitted curve in the direction sought with a large enough effect; inconclusive = small, poorly fitted or top-dose-only effect, or another doubt; inactive = no such curve, though single readings can be large; an effect the other way counts as inactive or inconclusive. Potency is the fitted concentration of half-maximal effect. An excerpt, so the mix of outcomes need not match the whole.

Structure | Pol beta inh | JMJD2A Tudor inh | BAZ2B inh | BLM inh | Pol eta inh | APEX1 inh | G9a inh | POLI inh | Pol kappa inh
COc1cc(Cl)ccc1OCc1cc(C(=O)NC2CCc3ccccc32)no1 (stereo unspecified) | -3% | 1% | -19% | -1% | -12% | 30% | ? | 1% | -5%
Cc1ccc(/C=C2/SC(=S)N(CCC(=O)NCCCN3CCOCC3)C2=O)cc1 | 83% | ? | -37% | -2% | -2% | 2% | 14% | 56%[activator] | -6%
CN1C(=O)c2ccc(C(=O)NC3CCCCC3)cc2C1=O | 4% | 2% | -4% | -13% | -14% | -1% | -22%[12.7 µM] | -16% | 6%
Cc1cc(NC(=O)CSCC(=O)OCC(=O)c2cccc(Br)c2)no1 | . | -29% | -26% | . | -30% | 39% | 6%[12.7 µM] | ? | -29%
CCn1c(=O)c(C(=O)Nc2cccnc2)c(O)c2ccccc21 | . | -4% | . | . | ? | . | . | ? | -9%
CCC(=O)Nc1ccc(N2CCN(Cc3ccccc3F)CC2)cc1 | 0% | -15% | 17% | -3% | -1% | 20% | ? | 14% | -18%
COc1cccc(C(=O)NC(=S)Nn2cnnc2)c1OC | 1% | -6% | ? | -4% | -23% | 8% | 14µM* | 76%[activator] | 4%
O=C(COC(=O)c1ccc2c(c1)OCO2)Nc1nc(-c2ccccc2)cs1 | 1% | -13% | -21% | -3% | -3% | 3% | 17% | 7% | -19%
Cc1nccn1CCCN1C(=O)CNC1=S | 39% | -3% | 2% | 1% | -20% | 0% | 0%[59 µM] | 79%[activator] | 0%
Cc1cccc(C(=O)Nc2ccc(OCc3cc(=O)n4c5c(sc4n3)CCCC5)cc2)c1 | 26% | -7% | -2% | -3% | -3% | . | 12%[59 µM] | 13% | -7%

Rewritten with values ahead of the structure: part of the list above
Pol beta inh,JMJD2A Tudor inh,BAZ2B inh,BLM inh,Pol eta inh,APEX1 inh,G9a inh,POLI inh,Pol kappa inh,Molecule
-3%,1%,-19%,-1%,-12%,30%,?,1%,-5%,COc1cc(Cl)ccc1OCc1cc(C(=O)NC2CCc3ccccc32)no1 (stereo unspecified)
83%,?,-37%,-2%,-2%,2%,14%,56%[activator],-6%,Cc1ccc(/C=C2/SC(=S)N(CCC(=O)NCCCN3CCOCC3)C2=O)cc1
4%,2%,-4%,-13%,-14%,-1%,-22%[12.7 µM],-16%,6%,CN1C(=O)c2ccc(C(=O)NC3CCCCC3)cc2C1=O
.,-29%,-26%,.,-30%,39%,6%[12.7 µM],?,-29%,Cc1cc(NC(=O)CSCC(=O)OCC(=O)c2cccc(Br)c2)no1
.,-4%,.,.,?,.,.,?,-9%,CCn1c(=O)c(C(=O)Nc2cccnc2)c(O)c2ccccc21
0%,-15%,17%,-3%,-1%,20%,?,14%,-18%,CCC(=O)Nc1ccc(N2CCN(Cc3ccccc3F)CC2)cc1
1%,-6%,?,-4%,-23%,8%,14µM*,76%[activator],4%,COc1cccc(C(=O)NC(=S)Nn2cnnc2)c1OC
1%,-13%,-21%,-3%,-3%,3%,17%,7%,-19%,O=C(COC(=O)c1ccc2c(c1)OCO2)Nc1nc(-c2ccccc2)cs1
39%,-3%,2%,1%,-20%,0%,0%[59 µM],79%[activator],0%,Cc1nccn1CCCN1C(=O)CNC1=S
26%,-7%,-2%,-3%,-3%,.,12%[59 µM],13%,-7%,Cc1cccc(C(=O)Nc2ccc(OCc3cc(=O)n4c5c(sc4n3)CCCC5)cc2)c1

Continuation.
Structure | Pol beta inh | JMJD2A Tudor inh | BAZ2B inh | BLM inh | Pol eta inh | APEX1 inh | G9a inh | POLI inh | Pol kappa inh
Cc1nnc(SCC(=O)NC(=O)NCc2ccco2)s1 | -12% | -15% | -38% | -5% | -1% | -1% | -22% | -4% | -8%
O=S(=O)(Nc1cc(S(=O)(=O)N2CCOCC2)ccc1N1CCCC1)c1cccs1 | 14% | -20% | . | -1% | -13% | 1% | 20µM* | 28% | -6%
COc1ccc(OCc2nc(-c3ccc(-n4cccc4)cc3)no2)cc1 | 2% | -7% | -2% | -4% | 5% | . | 5%[59 µM] | 25% | -15%[60.1 µM]
O=C(COc1ncnc2scc(-c3ccccc3)c12)NC1CCCc2ccccc21 (stereo unspecified) | -15% | -6% | -6% | 1% | -17% | -11% | 21%[59 µM] | 17% | 5%
c1cnc2nc(CSc3ncn[nH]3)cn2c1 | 7% | -10% | 0% | -1% | -20% | -3% | -1% | 113%[activator] | -10%
COC(=O)COc1ccc2oc(=O)cc(-c3cc4cccc(OC)c4o3)c2c1 | 2% | -21% | -17% | -27% | ? | -45% | 8% | 36%[activator] | 1%
Cc1nnc(SCC(=O)NC2CCS(=O)(=O)C2)n1-c1ccccc1 (stereo unspecified) | -1% | -11% | -2% | -9% | -17% | 7% | -9% | 39%[activator] | 4%
CCCNC(=O)N1CCCC(C(=O)c2cccc(Cl)c2)C1 (stereo unspecified) | -1% | -6% | 3% | -1% | 3% | -1% | 6% | 4% | -3%
COc1ccc(NC(=O)CN2C(=O)NC3(CC(C)CC(C)(C)C3)C2=O)cc1S(=O)(=O)N1CCCCC1 (stereo unspecified) | . | -32% | -1% | . | -20% | 2% | 16µM* | 26% | -25%
COc1ccc(CCNC(=O)Cn2cnc3c2c(=O)n(C)c(=O)n3C)cc1OC | 26% | -8% | -8% | -1% | 7% | 0% | 10% | 15% | -20%

Structure | Pol beta inh | JMJD2A Tudor inh | BAZ2B inh | BLM inh | Pol eta inh | APEX1 inh | G9a inh | POLI inh | Pol kappa inh
COc1ccc(C2/C=C\CN(C(=O)OCC3c4ccccc4-c4ccccc43)CC(=O)N2Cc2cccc(F)c2)cc1 (stereo unspecified) | . | -18% | . | -6% | -12% | -18% | -4%[59 µM] | -25% | -14%
CC1CCN(S(=O)(=O)c2ccc(NC(=O)Cc3ccccc3)cc2)CC1 | 0% | -17% | 8% | -14% | -22% | -1% | ? | ? | -20%
CC[C@H](C)[C@H]1CNC(=S)N1CC1CCN(CC2CCC(C)CC2)CC1 (stereo partly specified) | . | -12% | . | . | -2% | . | . | 5% | 3%
Cc1ccc(-c2cc(C(=O)Nc3ccc(SC(F)F)cc3)no2)cc1F | 38% | -27% | ? | -9% | -5% | . | ? | -21% | ?
CCOc1ccc(C(=O)CCN2CCCCC2)cc1 | 10% | 5% | 39% | 3% | -11% | 3% | 8.9µM* | 11% | -3%
N/C(=N\NS(=O)(=O)c1ccccc1Cl)c1ccccn1 | . | 5% | . | . | -9% | . | . | ? | 3%
CC(C)(C)CC(C)(C)c1ccc(OCC(=O)Nc2ccc(S(=O)(=O)Nc3ncccn3)cc2)cc1 | -3% | -19% | -6% | -4% | -17% | . | ? | 28% | -16%
O=C(CCc1ccccc1)Nc1cccc(NC(=O)CCc2ccccc2)c1 | -11% | 4% | 1% | -8% | -16% | -4% | 19%[59 µM] | 2% | -6%
O=C(C1CCC1)N1CCc2cc(S(=O)(=O)NCc3ccco3)ccc21 | -6% | -15% | -10% | -4% | -8% | 2% | -3%[12.7 µM] | 12% | -6%
CN1CCN(c2ccccc2/C=C2/C(=O)Nc3ccccc32)CC1 | 3% | -29% | -37% | 0% | -3% | 58%[activator] | 50µM* | 2% | -8%

Compounds shown so far containing a thiophene ring, fused or not:
Structure | Pol beta inh | JMJD2A Tudor inh | BAZ2B inh | BLM inh | Pol eta inh | APEX1 inh | G9a inh | POLI inh | Pol kappa inh
O=S(=O)(Nc1cc(S(=O)(=O)N2CCOCC2)ccc1N1CCCC1)c1cccs1 | 14% | -20% | . | -1% | -13% | 1% | 20µM* | 28% | -6%
O=C(COc1ncnc2scc(-c3ccccc3)c12)NC1CCCc2ccccc21 (stereo unspecified) | -15% | -6% | -6% | 1% | -17% | -11% | 21%[59 µM] | 17% | 5%

The listing continues.
Structure | Pol beta inh | JMJD2A Tudor inh | BAZ2B inh | BLM inh | Pol eta inh | APEX1 inh | G9a inh | POLI inh | Pol kappa inh
CCCn1c(CNC(=O)c2ccccc2)nc2ccccc21 | 19% | -12% | -2% | -1% | -7% | 0% | 27% | -19%[58.9 µM] | -3%
C/C(=N\Nc1cccc(Cl)c1)c1ccc(-n2ccnc2)cc1 | 6% | ? | ? | -4% | -24% | 2% | 7.9µM* | 2% | 1%
COc1ccc(C(C)(C)C)cc1NC(=O)CCc1c(C)noc1C | . | -13% | -4% | . | -15% | 7% | 0%[2.33 µM] | 26% | 4%
COC(Cc1n[nH]c(=S)n1-c1ccc(Cl)cc1)OC | 45% | 14µM* | 4% | 2% | -12% | 3% | ? | 4% | -15%
CCSC(=Nc1ccccc1)N1CCOCC1 | . | -9% | . | . | 1% | . | . | 34%[activator] | -17%
CCCCCC#CCC#CCC#CCC#CCCCC(=O)O | 1.1µM* | . | 4µM* | 13µM*! | . | 2µM*! | 10µM* | . | 10µM*!
CC1CCCCN1C(=O)CSc1nc2cc3c(cc2c(=O)n1Cc1ccc2c(c1)OCO2)OCO3 (stereo unspecified) | -14% | -6% | 4% | -4% | -7% | -1% | -1%[12.7 µM] | -2% | -8%
O=C(CNc1cccc(Cl)c1)c1ccc(Br)cc1 | 28% | -20% | 5% | 1% | -4% | 2% | . | 10% | -12%
Cc1ccc(S(=O)(=O)c2nc(S(=O)(=O)c3ccc(C)cc3)c(N3CCN(CCO)CC3)s2)cc1 | 15% | -35% | ? | -2% | -4% | 71%[activator] | ? | 19% | -17%
Cc1cc(C)cc(NC(=O)CN2CCN(c3ccccn3)CC2)c1 | 42% | -12% | 8% | 7% | 10% | 1% | . | 137%[activator] | -1%
COC(=O)c1sc(N(C)C)c(C#N)c1-c1ccccc1 | 5% | -2% | 2% | 0% | -13% | 0% | 4% | 6% | -6%

Compound activity: PubChem, National Center for Advancing Translational Sciences (NCATS)
